# Granule exo inh – lytic granule exocytosis inhibition; actives 0.66% (n = 360,000); AID 651702; TALL-104 LAMP-1 surface exposure, flow cytometry; cells stimulated with thapsigargin and PMA; inhibition, % at 10 µM;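 active = inhibition above about 55%, limit read from the data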
# TLR9-MyD88 inh – blocks human TLR9 binding to MyD88. AID 504734. actives 0.21% (n = 340,000). inhibition, % at 4.98 µM. CHO BLA complementation TLR9-MyD88, CCF4 FRET ratio;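 active = inhibition above the mean over all tested compounds plus 3 SD, cut at about 21% in these data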;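 note: 0% = DMSO only wells and 100% = clavulanate BLA inhibitor control wells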
# Target sequence (Q99836 whole entry, looked up): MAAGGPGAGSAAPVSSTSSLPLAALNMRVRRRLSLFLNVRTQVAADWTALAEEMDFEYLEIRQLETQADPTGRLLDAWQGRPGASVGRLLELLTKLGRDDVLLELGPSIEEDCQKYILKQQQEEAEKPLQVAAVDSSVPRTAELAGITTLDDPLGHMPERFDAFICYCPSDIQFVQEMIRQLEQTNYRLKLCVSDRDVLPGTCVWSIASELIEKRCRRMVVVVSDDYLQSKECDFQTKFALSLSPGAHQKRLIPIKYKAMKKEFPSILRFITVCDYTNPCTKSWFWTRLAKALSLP
# Target sequence (Q9NR96 whole entry, looked up): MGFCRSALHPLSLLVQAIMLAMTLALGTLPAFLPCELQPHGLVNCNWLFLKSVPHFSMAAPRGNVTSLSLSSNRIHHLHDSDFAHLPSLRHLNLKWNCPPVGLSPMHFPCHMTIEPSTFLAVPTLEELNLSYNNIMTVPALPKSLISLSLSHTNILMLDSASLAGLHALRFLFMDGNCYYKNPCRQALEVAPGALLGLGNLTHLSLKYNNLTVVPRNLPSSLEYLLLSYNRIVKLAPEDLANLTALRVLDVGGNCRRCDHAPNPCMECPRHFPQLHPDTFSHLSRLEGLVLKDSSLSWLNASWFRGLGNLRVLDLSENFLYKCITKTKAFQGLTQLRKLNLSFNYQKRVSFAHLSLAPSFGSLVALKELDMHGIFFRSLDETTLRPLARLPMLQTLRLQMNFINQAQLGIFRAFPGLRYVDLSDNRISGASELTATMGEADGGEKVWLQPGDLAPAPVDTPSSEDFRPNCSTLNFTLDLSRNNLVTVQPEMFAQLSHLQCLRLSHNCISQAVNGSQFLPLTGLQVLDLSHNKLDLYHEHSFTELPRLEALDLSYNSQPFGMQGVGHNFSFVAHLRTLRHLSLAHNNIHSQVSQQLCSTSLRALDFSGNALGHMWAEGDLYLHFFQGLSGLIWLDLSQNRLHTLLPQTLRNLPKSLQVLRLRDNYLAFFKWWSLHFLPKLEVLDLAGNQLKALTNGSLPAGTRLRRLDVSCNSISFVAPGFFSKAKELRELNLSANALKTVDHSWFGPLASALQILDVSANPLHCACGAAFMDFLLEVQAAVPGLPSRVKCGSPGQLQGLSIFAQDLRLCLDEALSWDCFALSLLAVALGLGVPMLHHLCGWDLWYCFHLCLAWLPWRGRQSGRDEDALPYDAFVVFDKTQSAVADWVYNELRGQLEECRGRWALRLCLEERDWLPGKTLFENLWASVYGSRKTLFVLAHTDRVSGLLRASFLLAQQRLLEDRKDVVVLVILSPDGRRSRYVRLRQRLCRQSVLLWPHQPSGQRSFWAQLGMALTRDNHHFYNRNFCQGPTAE
# MC4R antag cAMP – antagonists of human melanocortin 4 receptor (MC4R) | actives 0.48% (n = 360,000) | P32245 | MC4R-expressing cells, MTII-stimulated cAMP, LANCE TR-FRET | inhibition, % at 6.5 µM;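 active = inhibition above its plate's cutoff, the mean of tested wells on that plate plus 3 SD, cut at about 29% in these data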;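 note: 0% = Melanotan II alone and 100% = Melanotan II plus saturating MCL0020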
#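 Material: human MC4R-expressing U2OS cells. Probe or stimulus: Melanotan II challenge. Dosing: 6.5 µM single dose. Times: 30-min compound, 1-h challenge, 1-h detection, room temperature. Technique: TR-FRET with Eu-cAMP and labeled anti-cAMP, 671 nm. Replication: singlicate.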
# Glyco luc inh – N-linked glycosylation inhibition; actives 0.23% (n = 360,000); D54 ERlucT glycosylation luciferase reporter, 24 h; percent of 100 nM tunicamycin response; AID 588692; reporter increase, % at 12.5 µM;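 active = mean luciferase reporter signal, scaled so untreated is 0 and the glycosylation-blocking control 100, at or above a set limit in every replicate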;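 note: luciferase carries N-glycosylation sites so blocking glycosylation raises the light; 0% = median of neutral control wells and 100% = median of 100 nM tunicamycin wells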
# aDG glyco up – alpha-DG glycosylation activation | activation, % at 10 µM | AID 624168 | actives 0.22% (n = 360,000) | Pro5-aDG cells, alpha-DG glycosylation AlphaScreen (IIH6); 0% Pro5, 100% B10-LARGE cell signal;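 active = activation of at least 8% versus controls, or a plate z-score of at least 8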;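 note: Pro5 are CHO cells carrying HIG-tagged alpha-DG that lacks glycosylation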
# MC4R barr agon – agonists of human melanocortin 4 receptor (MC4R) beta-arrestin. activation, % at 8.9 µM. U2OS MC4R beta-arrestin complementation, luminescence; percent of melanotan II response, DMSO zero. P32245. actives 0.98% (n = 360,000);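 active = activation above a per-plate cutoff, the mean activation of sample wells on that plate plus 3 SD, cut at about 8% in these data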
# Vif inh – blocks HIV Vif function; actives 0.35% (n = 340,000); inhibition, % at 7.49 µM; HEK293T cells, Vif self-association by quenched fluorescence, imaging, 24 h; in the data active = inhibition above about 50%, passing the limit was not always enough; note: some results filed as inactive read as strong as hits
# NOD2 RIPK2 PPI – NOD2-RIPK2 protein interaction inhibition; inhibition, % at 4.98 µM; CHO BLA complementation NOD2-RIPK2, CCF4 ratio; actives 0.38% (n = 360,000); in the data active = inhibition above about 21%;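 note: 0% = vehicle only and 100% = reference blocker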
# ABCB6 inh MLPCN – human ABCB6 transporter inhibition. actives 0.19% (n = 360,000). fluorescence ratio to DMSO, % at 10 µM. K562-ABCB6 porphyrin accumulation, flow cytometry, 1 h; stronger effect = lower value;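 active = fluorescence ratio to DMSO below 75%, the collection mean minus 3 SD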;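 note: signal is porphyrin accumulated inside mitochondria; 100% equals median channel fluorescence of DMSO control wells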
# ABHD5 PLIN5 PPI – inhibitors of human ABHD5-perilipin-5 interaction; Split G. princeps luciferase complementation, luminescence, 4 h; actives 0.78% (n = 360,000); Q00G26+Q8WTS1; inhibition, % at 4 µM;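 active = inhibition above the mean inhibition across every tested compound plus 3 SD, cut at about 22% in these data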;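 note: 0% = DMSO only wells and the 100% control is not disclosed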
# * hit, by the source's call; x = no result given; & = joins results of further samples; ! = a repeat was not active. An excerpt (hit frequency here may not be typical).
SMILES,Granule exo inh,TLR9-MyD88 inh,MC4R antag cAMP,Glyco luc inh,aDG glyco up,MC4R barr agon,Vif inh,NOD2 RIPK2 PPI,ABCB6 inh MLPCN,ABHD5 PLIN5 PPI
O=[N+]([O-])c1ccc(C2C3C(c4ccccc4)=NC4(CCCCC4)N32)cc1 (configuration not stated),1,-2,2,0,0.4,0.1,6,-18,94,-12
O=S(=O)(c1ccccc1)N1Cc2ccccc2-n2nncc2C1,5,-1,8,-1,0.0,0.4,-2,-11,83,7
CCC(=NCCO)c1c(O)n(-c2ccc(Cl)cc2)c(=O)[nH]c1=O,-2,10,7,-1,-0.2,-0.6,7,8,101,1
CCOP(=O)(OCC)C(NC(=O)c1cccc2ccccc12)C(Cl)(Cl)Cl (configuration not stated),-4,-2,14,3,-0.1,1.5,2,-2,102,-3
Nc1ccc(S(=O)(=O)N2CC3CC(C2)c2cccc(=O)n2C3)cc1 (configuration not stated),-8,-13,-2,-2,-0.1,0.4,14,1,108,-4
O=C(CN1C(=O)CN=C(c2ccccc2)c2ccccc21)NCc1ccco1,1,6,2,0,-0.1,-0.6,-2,-4,96,6
Cc1ccc(N2C(=O)NC(=O)/C(=C/c3ccc(OC(=O)c4cccs4)cc3)C2=O)cc1,5,2,8,0,-0.2,-0.3,0,-3,90,34*
N#CC(C#N)=Cc1ccc(C=C(C#N)C#N)cc1,4,1,11,x,0.0,0.2,-4,-3,97,1
O=C(c1ccc2c(c1)N(Cc1ccccc1)CCS2)N1CCC2(CC1)OCCO2,12,17,7,7,-0.2,-2.4,-2,17,97,11
COC(=O)c1c(C)n(Cc2ccco2)c2ccc(O)cc12,-2,-4,12,-3,0.6,-2.6,-4,-7,100,4
C=CCN(c1ccc(C(=O)N(CC)CC)cc1)S(C)(=O)=O,2,-8,11,0,0.0,-0.3,11,-5,97,2
CCN(CC)CCCN=Cc1c(O)n(CCc2ccc(OC)c(OC)c2)c(=O)[nH]c1=O,0,-1,5,1,-0.2,2.1,0,-13,102,1
N#Cc1ccccc1NC(=O)CN1CC=C(c2ccccc2)CC1,-2,4,4,1,0.0,-1.3,6,-2,96,0
CC12C=CC(=O)CC1CCC1C2CCC2(C)C(O)C(O)CC12 (configuration not stated),-4,0,7,-2,0.1,0.3,-5,-5,98,12
Cc1cccc(CCNCc2cc3cc(C)cc(C)c3[nH]c2=O)c1,0,1,16,2,0.1,-0.1,-4,-3,106,1
Cc1cc(C)c(Cn2c(C(=O)O)c(C=O)c3ccccc32)c(C)c1,1,0,-4,-1,-0.2,-1.7,2,5,102,-4
COC(=O)C1=C(c2ccccc2)C[C@@H]2CC[C@H]1N2C(=O)NCCO,-8,-5,-7,1,0.1,-1.8,9,-16,98,2
CCC(CC)N1CCN(Cc2nc3ccccc3c(=O)n2-c2ccc(F)cc2)CC1,-2,4,7,1,-0.1,-0.2,6,6,97,6
CN(C)c1cccc(CN2CCN(c3ccccc3)CC2)c1,-3,x,x,0,-0.4,x,x,2,96,-2
CCc1ccc(-n2c(O)c(C(C)=O)c(=O)[nH]c2=O)cc1 (tested in a mixture with another compound),-4,-12,-1,1,-0.1,-0.5,-12,-1,99,-4
FC(F)=C(F)CCSc1ncn[nH]1,-2,5,0,2,-0.4,-0.9,-4,-3,99,4
CCc1ccc(NC(=O)CN2CC(c3ccccc3)CC2=O)cc1 (configuration not stated),-5,-2,-4,1,0.0,-2.2,9,-4,101,-2
CCC1(CC)C(=O)NC(=O)N(c2ccccc2)C1=O,0,-17,11,1,-0.4,0.7,-2,-16,99,-5
Fc1ccc(Cn2nnnc2C(c2ccc(F)cc2)N2CC=C(c3ccc(F)cc3)CC2)cc1 (configuration not stated),-5,5,7,-1,-0.2,-3.1,3,-1,96,1
COc1ccc(F)cc1C(=O)C1CCCN(Cc2ccc(O)cc2)C1 (configuration not stated),7,1,-1,0,0.1,-0.9,3,-7,97,1
N=Cc1c(O)n(-c2cccc(Cl)c2)c(=O)[nH]c1=O,4,-3,21,1,-0.7,-2.0,-2,2,101,4
O=c1[nH]c(=O)n(CC2CCCO2)c(O)c1/C=C1\C=Nc2ccccc21 (configuration not stated),42&3,4&-9,-11&12,2&4,0.0&-0.1,-0.3&2.1,-3&-9,-1&-11,113&107,27*!
O=C1CCCN1CC#CCN1CCCC1,-3,1,-1,3,-0.1,-0.5,-14,-16,98,2
CC1(C)CSC(Nc2ccc(F)c(Cl)c2)=N1,-2,-1,6,-1,0.2,-1.3,x,-5,95,-1
Cc1ccc(NC2=NCCCS2)cc1Cl,25,-4,1,-1,0.3,2.0,-4,1,100,6
O=S(=O)(F)c1ccc2nc(-c3cccc(Sc4ccccc4)c3)cc(Cl)c2c1,-5,0,21,-1,0.0,1.3,4,-11,101,5
N=C1c2ccccc2CN1NC(=O)c1ccc(Br)cc1,2,4,-1,5,0.5,-2.9,-8,-14,97,-1
O=C(C1CCN(S(=O)(=O)c2ccccc2)CC1)N1CCC2(CC1)OCCO2,-1,-3,6,-1,-0.1,-0.4,13,4,126,-1
Clc1cc(I)cc(Cl)c1NC1=NCCN1,-1,2,9,-3,-0.2,-1.3,-9,-16,100,-1
Nc1ccccc1-[n+]1c(-c2ccccc2)cc(-c2ccccc2)cc1-c1ccccc1,14,-4,18,4,-0.2,2.2,x,-9,99,5
N=C1c2ccccc2CN1CC(=O)c1ccccc1,0,9,-4,-11,0.0,-1.9,6,-1,110,0
O=[N+]([O-])c1ccc(N2CCNCC2)cc1NCC1CCCO1 (configuration not stated),-1,-5,-5,-2,-0.2,-0.5,-8,3,96,-8
CNC(=O)Oc1ccc(-c2cn3cc(Cl)ccc3n2)cc1,2,-19,-4,-12,0.3,-2.7,0,6,103,4
CCC(=NCCCn1ccnc1)c1c(O)n(Cc2ccccc2)c(=O)[nH]c1=O,0,-9,3,-3,-0.2,-1.9,0,-1,97,4
NP(=O)(OCC(F)(F)F)Oc1ccc(Cl)cc1 (configuration not stated),-2,6,-2,0,0.4,0.4,-12,0,97,8
COc1ccc(N2C(=O)/C(=C/c3ccc(N(C)C)o3)C(=O)NC2=S)cc1,5,0,-5,-6,0.1,0.8,-1,1,106,23*
Cc1ccccc1N1C(=O)NC(=O)/C(=C\c2cc(Br)c(N3CCOCC3)o2)C1=O,6,1,-11,6,-0.2,-1.4,10,-13,258,0
NC(=O)C1(N2CCCCC2)CCN(Cc2ccccc2)CC1,-2,4,7,0,0.0,-1.6,8,-9,99,5
O=C(c1ccccc1F)c1cn(Cc2ccccc2)c2ccccc12,18,2,5,0,0.9,0.7,4,0,99,-1
COc1ccccc1CCNC1CCC(C)CC1 (configuration not stated),14,-2,12,0,0.3,-1.3,-2,-8,97,-3

# Reformatted with values under each structure: 3 of the compounds above
# Fields: Granule exo inh	TLR9-MyD88 inh	MC4R antag cAMP	Glyco luc inh	aDG glyco up	MC4R barr agon	Vif inh	NOD2 RIPK2 PPI	ABCB6 inh MLPCN	ABHD5 PLIN5 PPI
O=C(C1CCN(S(=O)(=O)c2ccccc2)CC1)N1CCC2(CC1)OCCO2
  -1	-3	6	-1	-0.1	-0.4	13	4	126	-1
NP(=O)(OCC(F)(F)F)Oc1ccc(Cl)cc1 (configuration not stated)
  -2	6	-2	0	0.4	0.4	-12	0	97	8
CCC(=NCCCn1ccnc1)c1c(O)n(Cc2ccccc2)c(=O)[nH]c1=O
  0	-9	3	-3	-0.2	-1.9	0	-1	97	4

# Continuation:
SMILES,Granule exo inh,TLR9-MyD88 inh,MC4R antag cAMP,Glyco luc inh,aDG glyco up,MC4R barr agon,Vif inh,NOD2 RIPK2 PPI,ABCB6 inh MLPCN,ABHD5 PLIN5 PPI
C[N+]12CCC(CC1)C(C#N)(N1CCOCC1)C2 (configuration not stated),0,7,3,2,-0.2,-0.7,-2,-5,94,4
CCN(CC)P(=O)(/C=C(\Cl)c1ccccc1)/C=C(\Cl)c1ccccc1,-1,4,0,0,0.3,-3.3,3,16,95,-1
O=c1cccc2n1CC1CC2CN(Cc2c(F)cccc2Cl)C1 (configuration not stated),0,11,11,0,-0.2,-1.2,5,-7,93,0
CCOC(=O)[C@]1(C#N)[C@@H]2C=CC(C(N)=O)=CN2[C@@H](C(N)=O)[C@@H]1c1ccc(F)cc1,0,-1,12,1,-0.1,0.4,2,-22,93,0
Fc1cccc(CNCCc2c[nH]c3ccccc23)c1,7,-7,14,-2,0.0,0.9,-4,10,99,0
O=C1CN=C(c2cc([N+](=O)[O-])ccc2Cl)c2cc([N+](=O)[O-])ccc2N1,2,-2,9,-1,0.0,-3.1,-3,-1,97,6
CC1CCCCN1Cc1ccc(Cl)nc1 (configuration not stated),6,7,14,3,0.0,1.4,9,-4,99,-3
CC1=C(C(=O)O)N2C(=O)C(NC(=O)Cc3ccccc3)C2SC1 (configuration not stated),-3,0,5,1,0.1,0.2,5,-25,98,3
O=C(CNC(=O)c1ccccc1)Nc1ccc(Br)cc1C(=O)c1ccccc1,2,-1,2,0,0.2,-0.4,-4,3,91,0
O=C(c1cc2c(s1)CCCCCC2)N1CCC2(CC1)OCCO2,3,7,-3,0,0.2,-2.0,-13,-2,99,0
CCOP(=O)(Cc1ccccc1)OCC,23,-9,1,0,-0.1,-0.6,-5,8,100,0
CN(C)/C=C/C(=O)C(Cl)(Cl)Cl,1,0,5,-1,0.0,-2.5,-2,8,97,2
CC[N+]1(C)CCCC(OC(=O)C(O)(c2ccccc2)c2ccccc2)C1 (configuration not stated),-5,-7,-3,-3,0.1,-0.1,-2,0,103,4
CCOC(=O)[C@]12Cc3cc(OC)ccc3[C@H]1N(C(C)C)C(=O)c1ccccc12,3,x,x,x,-0.2,x,x,-1,96,15
O=C1c2ccccc2-n2nnc(-c3ccccc3)c2C2c3cc(Br)ccc3CCN12 (configuration not stated),-2,x,x,0,-0.1,x,-7,-7,91,-1
O=P(C(=Nc1ccc(Cl)cc1)N1CCOCC1)(N1CCOCC1)N1CCOCC1,-1,-7,2,1,0.1,0.2,9,3,94,1
CCOC(=O)c1[nH]c(C)c(C(=O)N2CCC3(CC2)OCCO3)c1C,-1,11,2,2,-0.2,-0.8,-12,-4,102,-6
COc1ccc(C(=O)CN2CCOCC2)cc1F,5,2,16,0,-0.1,1.8,-2,7,96,31*
CCCc1c(C)nc(-c2ccc(C)cc2)nc1OC(=O)N(C)C,4,-2,-3,3,0.1,-0.3,2,-7,101,1
COC(=O)C1=C(c2cccc(OCc3ccccc3)c2)C[C@@H]2CC[C@H]1N2C(=O)NCCN1CCOCC1,-2,-8,-4,2,0.3,0.6,-2,2,98,3
C=CCn1c(O)c(C(CC)=NCCc2ccccc2)c(=O)[nH]c1=O,1,-5,-1,8,-0.2,0.3,-6,-9,110,7
COc1ccc(-c2ccc3n2Cc2cnnn2-c2ccccc2-3)cc1,-4,0,10,-2,-0.1,-1.2,x,11,100,6
Clc1ccccc1C1NCc2ccccc2-n2cccc21 (configuration not stated),0,-7,13,-1,-0.1,-2.1,-7,0,96,4
CCOc1ccc(N=Cc2c(O)n(CCc3ccc(OC)c(OC)c3)c(=O)[nH]c2=O)cc1,-1,5,-8,-5,0.0,-0.1,-1,4,90,2
Cc1nonc1OCCNCCNc1ccc([N+](=O)[O-])c2cccnc12,-1,-4,-7,3,0.3,-3.2,8,-4,93,3
